# FadD28 binding: M. tuberculosis FadD28 bisubstrate binding inhibition; FadD28 bisubstrate probe binding, fluorescence polarization; inhibition, % at 12.5 µM; 0.22% of 360,000 active; AID 588549; in the data active = inhibition above about 8.5%, passing the limit was not always enough; inconclusive = no clear call, values can overlap the other calls
# PfHsp40 yeast: restores yeast growth despite PfHsp40 toxicity | growth rescue, % at 12.5 µM | S. cerevisiae expressing PfHsp40, growth rescue, ATP luminescence | 0.68% of 340,000 active | AID 504582; in the data active = growth rescue above about 28%, passing the limit was not always enough; inconclusive = no clear call, values can overlap the other calls;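 note: yeast W303a lacking pdr1 and pdr3 grown in galactose medium; growth measured after three days at 30 °C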
# Anthrax LF inh2: anthrax lethal factor protease inhibition | multiplex microsphere protease cleavage assay, LF | AID 588501 | 0.12% of 360,000 active | inhibition, % at 10 µM | P15917; note: plate controls were buffer without enzyme for full effect and enzyme alone for no effect
# BioA inh: inhibitors of Mycobacterium tuberculosis BioA enzyme; purified M. tuberculosis BioA enzyme, plate reader; 0.096% of 360,000 active; inhibition, % at 9.99 µM; in the data active = inhibition above about 40%; inconclusive = no clear call, values can overlap the other calls
# BoNT A protease: inhibitors of Botulinum neurotoxin A light chain protease | multiplex microsphere protease substrate cleavage, flow cytometry | inhibition, % at 10 µM | 0.17% of 360,000 active; note: plate controls were buffer without enzyme for full effect and enzyme alone for no effect
# BoNT F protease: inhibitors of Botulinum neurotoxin F light chain protease; AID 588497; 0.22% of 360,000 active; inhibition, % at 10 µM; Multiplex microsphere protease cleavage assay, flow cytometry; in the data active = inhibition above about 35%, passing the limit was not always enough; inconclusive = no clear call, values can overlap the other calls; note: plate controls were buffer without enzyme for full effect and enzyme alone for no effect
# UGM FP inh: Mtb UDP-galactopyranose mutase inhibition | P9WIQ1 | purified UGM, fluorescence polarization probe displacement | inhibition, % at 10 µM | 0.06% of 320,000 active | AID 504406; in the data active = inhibition above about 10%, passing the limit was not always enough; inconclusive = no clear call, values can overlap the other calls
# Target sequence (P9WIQ1 whole entry, looked up): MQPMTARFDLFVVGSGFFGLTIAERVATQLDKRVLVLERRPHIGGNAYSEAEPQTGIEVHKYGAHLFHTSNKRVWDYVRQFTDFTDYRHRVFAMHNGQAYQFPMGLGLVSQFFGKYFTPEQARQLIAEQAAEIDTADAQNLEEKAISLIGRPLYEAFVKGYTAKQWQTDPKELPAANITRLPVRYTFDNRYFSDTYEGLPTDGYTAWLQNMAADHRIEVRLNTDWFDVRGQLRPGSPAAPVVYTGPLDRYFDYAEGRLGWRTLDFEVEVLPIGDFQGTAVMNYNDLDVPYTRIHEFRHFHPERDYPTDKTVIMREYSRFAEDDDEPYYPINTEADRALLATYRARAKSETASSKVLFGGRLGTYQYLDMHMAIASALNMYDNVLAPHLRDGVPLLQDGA
# GDH-TPI counter: counter-screen for M. tuberculosis FBA inhibitors: GDH-TPI coupled enzymes | 1.2% of 360,000 active | GDH-TPI coupled enzyme counterscreen, NADH absorbance | inhibition, % at 4.8 µM; in the data active = inhibition above about 30%;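 note: 0% = DMSO wells and 100% = wells lacking the enzyme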
# FBA Mtb inh: inhibits M. tuberculosis FBA enzyme; P9WQA3; inhibition, % at 1 µM; 2.3% of 360,000 active; purified M. tuberculosis FBA, fluorescence read-out; in the data active = inhibition above about 27%;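 note: 0% = vehicle and 100% = reference inhibitor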
# Target sequence (P9WQA3 whole entry, looked up): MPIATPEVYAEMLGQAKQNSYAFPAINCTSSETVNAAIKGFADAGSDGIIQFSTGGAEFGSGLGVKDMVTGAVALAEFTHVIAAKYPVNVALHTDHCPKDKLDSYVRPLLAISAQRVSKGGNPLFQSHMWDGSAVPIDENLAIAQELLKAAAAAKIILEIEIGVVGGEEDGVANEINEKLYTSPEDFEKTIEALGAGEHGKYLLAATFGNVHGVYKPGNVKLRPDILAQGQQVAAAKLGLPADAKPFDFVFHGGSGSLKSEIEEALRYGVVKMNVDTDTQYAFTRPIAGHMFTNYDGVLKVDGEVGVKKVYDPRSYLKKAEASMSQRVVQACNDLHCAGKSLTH
# Numbers without * were called inactive; ? = inconclusive; · = no result given; & = joins results of further samples. Cut-off read from the data, not from the text of the source, unless noted: active = inhibition above about 30%; inconclusive = no clear call, values can overlap the other calls; inactive = below that.
molecule,BioA inh,PfHsp40 yeast,BoNT A protease,Anthrax LF inh2,UGM FP inh,FadD28 binding,GDH-TPI counter,BoNT F protease,FBA Mtb inh
COc1cccc(OC)c1C(=O)Nc1ccc(C(=O)c2ccncc2)cc1,1.5,0.0,·,·,-1.7,-2.4,6.6,·,-0.1
O=C(O)c1cccc2c(-c3ccccc3)c(-c3ccccc3)[nH]c12,6.2,0.4,0.9,-2.4,1.9,3.7,21.0,-2.9,-0.8
CCOC(=O)c1c(NC(=O)c2cc(-c3ccc(Cl)s3)nc3ccccc23)sc(C(N)=O)c1C,-3.9,1.8,-0.2,-0.1,-1.3,-2.5,7.5,-1.1,1.6
O=C(OCc1cccc2ccccc12)C1CC(=O)N(c2ccccc2)C1 (stereo unspecified),-2.2,-1.0,-2.0,-12.2,2.2,-1.3,-6.8,-8.0,1.3
Cc1nc(OCc2ccccc2)c2sc3nc4c(cc3c2n1)COC(C)(C)C4,0.8,-0.4,-0.4,-1.1,·,-4.7,0.8,-0.4,-3.4
CC1(C)CC(=O)C(C=NCCC2=CCCCC2)=C(O)C1,-0.5,-1.0,0.5,-2.2,1.7,-0.7,-7.1,3.4,-4.7
Cc1cc(NC(=O)C2CCN(S(=O)(=O)c3cccs3)CC2)no1,-0.7,-0.5,0.0,-1.2,-2.7,-1.1,4.8,-2.8,4.2
O=C(COc1ccccc1F)Nc1ccc(N2CCOCC2)cc1N1CCOCC1,-7.4,-0.1,2.4,0.0,·,0.5,2.8,-1.3,4.5
CC1=C(C(=O)N2CCOCC2)C(c2ccc(-c3ccccc3)cc2)NC(=S)N1 (stereo unspecified),1.2,2.0,-1.3,-3.0,-0.7,1.2,0.0,-8.2,-1.0
COc1ccc(N2CCN(C(=O)CSc3nnc(CNc4ccccc4)o3)CC2)cc1,-1.8,0.4,-0.3,1.6,-0.1,-1.6,8.3,-2.5,-0.4
O=C(COc1cccc2cccnc12)N1CCc2ccccc2C1,-2.9,-0.8,0.4,0.9,0.8,-1.3,6.2,16.9,0.8
Cc1cnc(C(=O)Nc2ccc(F)cc2)cn1,15.1,1.2,3.1,2.5,-0.5,-4.5,1.9,6.0,0.5
Cc1ccc(Cl)cc1NS(=O)(=O)c1ccc2oc(=O)ccc2c1,0.7,-0.4,-1.6,3.8,-2.0,0.5,3.0,5.8,-0.2
O=C(Cc1ccc(S(=O)(=O)N2CCOCC2)s1)NCC(=O)Nc1ccccc1Br,0.8,3.5,-2.5,9.5,-0.9,-0.7,-10.8,-15.5,-1.2
COc1ccc(NC(=O)Nc2nnc(C(C)C)s2)cc1,-0.4,-1.3,0.2,1.0,-2.5,-0.2,-7.9,-2.0,-1.3
Clc1cccc(NCc2cn3cccnc3n2)c1,-0.1,-0.5,-2.1,-2.2,-1.3,0.5,9.9,-5.9,4.4
COc1ccc(/C=N/Nc2nccnc2Cl)c(OC)c1,·,0.2,-0.9,-0.3,1.8,-1.4,24.2,-4.3,-1.6
CC(=O)c1sc(Nc2nc3cc4c(cc3s2)OCO4)nc1C,·,1.9,0.2,0.7,·,0.3,5.7,1.2,-6.4
Cc1ccccc1NC(=S)N1CCC(NC(=O)c2ccco2)CC1,0.0,-1.1,-0.9,-4.3,-0.9,-0.2,3.8,4.6,1.5
Cc1cc(C)n(C(=O)CSc2nc3ccccc3o2)n1,0.5,-0.7,-2.7,1.7,1.3,·,-4.6,-4.9,4.9
NC(=O)C(c1ccc(Br)cc1)c1ccc(C(=O)c2ccccc2)cc1 (stereo unspecified),11.1,5.4,-1.1,-14.6,-2.4,-1.0,-6.4,3.4,2.8
COC(=O)Cn1c2ccccc2c2nc(C)sc21,0.9,-1.0,-0.5,-2.9,2.1,-2.4,-3.6,0.8,2.2
Cc1cccc(C(=O)NCc2ccco2)c1,-1.4,-1.6,3.7,13.3,1.7,0.8,-3.1,?,0.7
CNS(=O)(=O)c1cccc(C(=O)OCC(=O)c2c(N)n(Cc3ccccc3)c(=O)n(C)c2=O)c1,2.0,0.4,·,·,·,-0.7,2.5,·,-1.1
CC1(C(=O)Nc2ccc3c(c2)OCO3)CCN1C(=O)CCC1CCCC1 (stereo unspecified),3.7,·,-0.7,-8.4,·,2.0,3.5,-17.1,2.9

# Reformatted field by field: entries from further up.
Cc1cc(C)n(C(=O)CSc2nc3ccccc3o2)n1
  BioA inh: 0.5; PfHsp40 yeast: -0.7; BoNT A protease: -2.7; Anthrax LF inh2: 1.7; UGM FP inh: 1.3; FadD28 binding: ·; GDH-TPI counter: -4.6; BoNT F protease: -4.9; FBA Mtb inh: 4.9
O=C(Cc1ccc(S(=O)(=O)N2CCOCC2)s1)NCC(=O)Nc1ccccc1Br
  BioA inh: 0.8; PfHsp40 yeast: 3.5; BoNT A protease: -2.5; Anthrax LF inh2: 9.5; UGM FP inh: -0.9; FadD28 binding: -0.7; GDH-TPI counter: -10.8; BoNT F protease: -15.5; FBA Mtb inh: -1.2
COc1cccc(OC)c1C(=O)Nc1ccc(C(=O)c2ccncc2)cc1
  BioA inh: 1.5; PfHsp40 yeast: 0.0; BoNT A protease: ·; Anthrax LF inh2: ·; UGM FP inh: -1.7; FadD28 binding: -2.4; GDH-TPI counter: 6.6; BoNT F protease: ·; FBA Mtb inh: -0.1

# Remaining list, next part
molecule,BioA inh,PfHsp40 yeast,BoNT A protease,Anthrax LF inh2,UGM FP inh,FadD28 binding,GDH-TPI counter,BoNT F protease,FBA Mtb inh
Cc1nc2ncnn2c(C)c1CCC(=O)NC(C)CCc1ccco1 (stereo unspecified),-1.1,3.3,0.0,-4.7,6.3,-3.0,-6.8,-4.4,-0.5
CC1=C(C(=O)OCC2CCCO2)C(c2ccncc2)C2=C(CC(C)(C)CC2=O)N1 (stereo unspecified),-2.1,-1.5,-0.1,-1.8,2.1,-4.5,-1.0,-9.3,38.2*
Cc1ccc(-c2csc3ncnc(NCCN4CCOCC4)c23)cc1,1.2,-1.5,-0.6,-2.4,0.1,0.2,0.8,12.8,2.3
CCC(=O)N1CCc2cc(S(=O)(=O)NCCC(=O)N3CCc4ccccc4C3)ccc21,-12.5,0.2,0.0,-3.5,2.0,-2.2,12.0,3.4,0.0
Cc1noc(C)c1S(=O)(=O)Nc1ccc2c(c1)C(=O)N([C@@H](C)CO)C[C@H](C)[C@@H](CN(C)Cc1ccc(C(F)(F)F)cc1)OCCCC[C@H](C)O2,0.9&2.0,·,0.1,-0.8,·,-3.2,0.0,2.3,-1.7
Cc1ccc(Sc2ncccc2O)cc1,·,1.9,-0.1,0.8,-0.7,-0.3,8.8,?,1.2
CN1CCN(CC(=O)Nc2c(C(=O)C3CC3)oc3ccccc23)CC1,·,-0.1,1.3,-0.6,-1.4,0.1,17.9,-0.1,0.6
Cc1ccc(C(=O)NCc2cccnc2)cc1S(=O)(=O)N1CCCCCC1,2.2,-1.1,0.4,-2.5,-1.3,3.8,-9.1,3.1,0.7
Cc1sc2c(c1C)CN(CCN1CCOCC1)CN2C(=O)c1ccccc1,-0.6,0.4,-0.3,-1.6,-2.2,-0.4,0.3,-3.4,-1.3
C(=C\c1ccccc1)/CN1CCN(C(c2cccs2)c2nnnn2-c2ccc3c(c2)OCCO3)CC1 (stereo unspecified),-1.6,·,-0.4,-1.6,·,-3.4,·,-6.2,-2.8
C/C(Cl)=C/Cn1c(NCCN(C)C)nc2c1c(=O)n(C)c(=O)n2C,-0.4,-0.5,0.3,1.3,1.7,-0.9,2.0,-18.2,3.9
CCCCn1c(N)c(N(CCOC)C(=O)c2ccc(-c3ccc(C(C)=O)cc3)o2)c(=O)[nH]c1=O,4.9,-2.1,0.6,-3.2,-0.7,-1.4,29.2,-2.0,14.8
CC(C)c1cc(-c2cc(C(=O)NCc3ccccc3)on2)nc(NC2CCCC2)n1,-1.5,5.4,-0.6,-3.8,0.4,-3.8,0.9,-6.1,-1.0
COC(=O)CCCC1=CC2=CC(=O)C(C)(OC(=O)c3cccs3)C(=O)C2=CN1CCc1ccccn1 (stereo unspecified),0.6,-1.3,0.3,-4.7,0.5,-2.7,-1.4,-6.5,0.2
CC(=O)N1CCN(C(=O)c2cccc(S(=O)(=O)Nc3ccc(C)cc3)c2)CC1,1.6,0.2,0.1,0.7,-0.2,1.3,-5.1,-3.9,-0.6
COc1cccc(/C=N/NC(=O)CCc2c(C)n[nH]c2C)c1,-0.4,-0.3,-0.9,-4.9,0.4,0.1,0.3,-7.2,-1.4
COc1ccccc1-n1cc(-c2ccc([N+](=O)[O-])cc2)[nH]c1=S,1.1,-1.1,-1.8,-6.2,3.1,-2.4,14.3,?,-2.1
O=C(O)c1cc(N/N=C/c2ccc(-c3ccc(F)cc3)o2)ccc1Cl,12.3,-0.3,0.6,-1.2,1.1,4.7,14.8,-1.0,12.7
COC(CNC(=O)C1CCCN1C(=O)OCc1ccccc1)OC (stereo unspecified),·,-0.4,-0.7,-1.8,-1.7,-8.4,5.6,-3.4,0.8
COc1cc(C(=O)Nc2nc3ccccc3[nH]2)cc(OC)c1OC,0.0,-0.5,0.2,-4.7,2.9,-3.0,6.7,-6.5,-0.2
Cc1noc(C)c1CSc1nnc(C)c(=O)[nH]1,-0.5,-0.3,-1.3,-12.6,0.8,-1.6,-5.0,0.1,-3.3
Oc1c(Br)cccc1/C=N/c1ncn[nH]1,-0.8,0.4,4.9,7.0,-0.5,-2.8,-4.7,-4.4,0.6
O=C(O)C1CCN(S(=O)(=O)c2cccnc2)CC1,0.3,-1.8,-0.3,-1.7,-0.8,-3.0,2.5,-5.2,0.5
CCc1ccccc1NC(=O)CN(C)S(=O)(=O)c1ccc2c(c1)c(=O)n(C)c(=O)n2C,2.1,0.6,-1.0,-4.3,1.9,0.3,13.0,4.4,-0.3
CC(=O)OC1CCC2(C)C(=CCC3C4CC(=O)N(O)C(=O)C4(C)CCC32)C1 (stereo unspecified),0.5,-1.2,-0.5,2.0,·,-0.6,0.8,-3.0,0.9
O=C(Cn1nc(C(=O)O)c2ccccc2c1=O)NC12CC3CC(CC(C3)C1)C2,·,-1.7,2.4,3.0,-0.5,-0.3,6.7,10.0,4.1
O=C(CSc1nnc(NC(=O)c2ccco2)s1)Nc1ccccc1,-0.3,-1.0,0.5,-2.2,0.5,0.3,14.2,-1.7,-5.3
Cc1cc(C)n(C(=O)CNC(=O)COc2ccccc2)n1,-0.5,-0.4,1.5,1.9,-0.5,-2.2,7.8,-13.1,-4.6
COc1ccc(NS(=O)(=O)c2ccc3c(c2)CCC(=O)N3)cc1O,·,-0.1,1.8,1.0,·,1.7,5.8,4.9,3.2
CC1CCCC(NC(=O)C2CCCN2S(=O)(=O)c2cccc3nsnc23)C1C (stereo unspecified),1.3,0.9,-0.3,0.8,-1.0,-0.5,18.8,7.8,0.5
O=C(C1CCN(S(=O)(=O)c2cccc3nonc23)CC1)N1CCCCC1,-2.6,0.8,-3.7,-3.4,-0.3,0.0,11.1,-22.5,-4.0
C=CCC(O)(CC=C)CNC(=O)C1CCC(=O)N(CCCc2ccccc2)C1 (stereo unspecified),4.7,0.7,-0.9,1.0,-3.6,-1.8,-2.2,10.6,0.3
S=C(NCc1ccccc1)N1CCN(C2CCCCC2)CC1,-1.2,-1.8,-0.4,-4.2,-0.3,-4.0,-5.3,2.1,-4.0
Cc1nc(NC(=O)CSc2cc(C)c3ccccc3n2)c(Cl)cc1Cl,·,0.5,-1.3,0.0,-0.3,0.2,4.4,-10.7,2.0
O=C(COC(=O)c1ccco1)Nc1ccccc1[N+](=O)[O-],·,-2.3,-0.4,-0.6,-1.3,-2.6,-4.0,-0.7,-1.0
Cc1cc(OCC(=O)NCc2ccccn2)c2c(C)c(C)c(=O)oc2c1,-0.4,0.2,-1.4,-2.6,0.4,-0.5,21.6,3.1,119.8*
O=[N+]([O-])c1cc(S(=O)(=O)NCCc2ccccn2)ccc1Cl,0.3,-0.5,0.1,-1.4,0.5,-0.8,0.3,-13.3,-1.8
CCCn1nnnc1NCc1ccccc1F,-0.5,-2.2,-0.9,3.0,1.6,1.4,6.4,?,-0.5
Cc1cc(C)n2ncnc2n1,·,-1.0,-4.4,-8.6,2.0,2.8,7.5,-8.0,1.0

# High-throughput results as filed in PubChem.
